Y pestis TopoI: Yersinia pestis topoisomerase I inhibitors, primary screen, biochemical, cleavage product accumulation, plate reader, single point. DNA topoisomerase I (Yersinia pestis CO92). AID 504884, 2011. activity, % at 10 µM. 0.064% of 360,000 active. Y. pestis Topo-I cleavage product accumulation; in the data active means activity above about 50%, passing the limit was not always enough; further: inactives centre near 2
PfHsp40 yeast: rescue of yeast from PfHsp40 toxicity, primary screen, S. cerevisiae, ATP luminescence; S. cerevisiae expressing PfHsp40, growth rescue; AID 504582, 2011; growth rescue, % at 12.5 µM; 0.68% of 340,000 active; in the data active means growth rescue above about 28%, passing the limit was not always enough;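 further: yeast W303a lacking pdr1 and pdr3 grown in galactose medium; growth measured after three days at 30 °C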
TcdB GH inh: TcdB glycohydrolase inhibitors, primary screen, biochemical, single point, plate reader; Toxin B (Clostridioides difficile), P18177; TcdB glycohydrolase enzymatic assay; inhibition, % at 9.99 µM; 0.24% of 350,000 active; AID 652162, 2013; in the data active means inhibition above about 10%
Mtb BioA inh: M. tuberculosis BioA enzyme inhibitors, primary screen, biochemical, plate reader, single point, HTS. purified M. tuberculosis BioA enzyme. inhibition, % at 9.99 µM. 0.096% of 360,000 active. AID 602481, 2012; in the data active means inhibition above about 40%
UGM FP inh: M. tuberculosis UGM enzyme inhibitors, primary screen, biochemical, fluorescence polarization, single point. purified UGM, fluorescence polarization probe displacement. inhibition, % at 10 µM. 0.06% of 320,000 active; in the data active means inhibition above about 10%, passing the limit was not always enough
Target sequence (P9WIQ1 whole entry, looked up): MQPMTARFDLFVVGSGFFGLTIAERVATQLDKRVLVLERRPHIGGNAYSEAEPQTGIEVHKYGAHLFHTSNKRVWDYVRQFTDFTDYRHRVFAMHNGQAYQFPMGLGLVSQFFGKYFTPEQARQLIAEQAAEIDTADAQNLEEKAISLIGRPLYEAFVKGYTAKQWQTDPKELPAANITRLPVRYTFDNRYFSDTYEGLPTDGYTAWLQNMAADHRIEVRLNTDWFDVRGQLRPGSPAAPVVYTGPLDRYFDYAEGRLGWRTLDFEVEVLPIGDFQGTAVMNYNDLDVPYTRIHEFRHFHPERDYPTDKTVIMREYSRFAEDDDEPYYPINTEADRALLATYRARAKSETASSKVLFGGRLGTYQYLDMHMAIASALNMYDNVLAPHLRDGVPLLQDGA
FadD28 binding: inhibitors of FadD28 bisubstrate probe binding, primary screen, biochemical, fluorescence polarization, single point. 0.22% of 360,000 active. inhibition, % at 12.5 µM. Mycobacterium tuberculosis FadD28 fatty-acid-AMP ligase; in the data active means inhibition above about 8.5%, passing the limit was not always enough
Vc quorum ag: inducers of Vibrio cholerae quorum light production without autoinducers, primary screen, BH1578 luxS cqsA deficient, single point; V. cholerae BH1578 lux reporter, luminescence, 6 h; AID 588436, 2011; activation, % at 18.7 µM; 0.16% of 350,000 active; in the data active means activation mostly above about 9.7%, no sharp cut-off; further: not every result past the cut was called active; inactives centre near 0; reference of the scale not given here
Mtb FBA inh: Mtb FBA enzyme inhibitors, primary screen, biochemical, fluorescence, strain H37Rv; purified M. tuberculosis FBA, fluorescence read-out; inhibition, % at 1 µM; 2.3% of 360,000 active; Fructose-bisphosphate aldolase (Mycobacterium tuberculosis (strain ATCC 25618 / H37Rv)), …; in the data active means inhibition above about 27%;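 further: 0% = vehicle and 100% = reference inhibitor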
Target sequence (P9WQA3 whole entry, looked up): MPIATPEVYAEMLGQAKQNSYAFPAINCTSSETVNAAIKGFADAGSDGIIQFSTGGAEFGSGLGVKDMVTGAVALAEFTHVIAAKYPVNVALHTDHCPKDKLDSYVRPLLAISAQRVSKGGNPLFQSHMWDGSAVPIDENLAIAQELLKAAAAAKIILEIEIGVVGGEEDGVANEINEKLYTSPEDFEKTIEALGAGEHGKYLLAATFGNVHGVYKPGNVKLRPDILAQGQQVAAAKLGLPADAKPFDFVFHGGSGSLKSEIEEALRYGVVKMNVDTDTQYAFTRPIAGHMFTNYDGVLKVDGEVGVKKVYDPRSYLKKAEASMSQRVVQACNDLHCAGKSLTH
GDH-TPI counter: GDH-TPI coupling enzyme inhibitors, primary screen, artefact control for M. tuberculosis FBA inhibitor project, biochemical, absorbance, full deck; inhibition, % at 4.8 µM; GDH-TPI coupled enzyme counterscreen, NADH absorbance; AID 588335, 2011; 1.2% of 360,000 active; in the data active means inhibition above about 30%;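 further: 0% = DMSO wells and 100% = wells lacking the enzyme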
Active calls of the source: *; i = inactive; . = not tested or not shown. Compounds were not picked by outcome; 4.6% or so of the library scored in one or more.

SMILES | Y pestis TopoI | PfHsp40 yeast | TcdB GH inh | Mtb BioA inh | UGM FP inh | FadD28 binding | Vc quorum ag | Mtb FBA inh | GDH-TPI counter
COc1ccc(N=Cc2c(O)n(-c3cccc(C)n3)c(=O)c3ccccc23)c(OC)c1 | 5.1 | -2.0 | 0.3 | -3.5 | 19.6* | -1.0 | i | 0.7 | 20.0
O=S(=O)(NCc1cc(-c2ccccc2)no1)c1ccc(Cl)cc1 | 11.1 | 1.3 | . | . | -0.7 | -2.2 | -0.3 | -1.0 | -10.1
Cc1cn([C@H]2C[C@H](O)[C@@H](CCC(=O)NCCc3cccs3)O2)c(=O)[nH]c1=O | . | . | 1.3 | -0.7 | . | -2.6 | . | -1.3 | .
CCCOc1ccc(N/C=C/C(=O)C(C)(C)C)cc1 | -8.4 | -0.7 | -0.8 | -0.1 | 3.2 | -1.3 | -0.1 | 5.9 | 9.1
O=C(N/N=C/c1ccc(Cl)cc1Cl)Nc1ccccc1 | 30.7 | 0.3 | . | -0.7 | 1.2 | -0.3 | -0.2 | -0.9 | 20.4
CN(c1ccc(C(=O)Nc2ccc(F)cc2F)cc1)S(=O)(=O)c1ccccc1 | 8.4 | -1.5 | 0.3 | 0.1 | 0.1 | -3.3 | -0.4 | 0.6 | 1.4
O=C(CN(C(=O)c1csnn1)c1cccc(F)c1)NCc1ccc2c(c1)OCO2 | -1.8 | 0.5 | 0.2 | -2.3 | 1.4 | -1.7 | -0.8 | -1.3 | -2.3
COc1cccc(-c2nn(-c3ccccc3)cc2CN2CCCO2)c1 | 20.5 | 0.8 | 2.1 | -1.8 | -0.8 | -1.7 | -0.4 | -0.2 | 3.1
Cc1cc(OCCCn2cnc3ccccc3c2=O)ccc1[N+](=O)[O-] | 2.4 | -0.9 | 0.6 | . | -3.1 | -0.2 | -0.4 | -1.0 | 5.7
O=C1NC(=S)S/C1=C/c1ccc(N2CCOCC2)o1 | -2.1 | 0.0 | . | -0.6 | -0.2 | 4.2 | -0.2 | -5.3 | 10.0
Cc1cc(OCC(=O)NCc2cccnc2)c2c(C)c(Cc3ccccc3)c(=O)oc2c1 | 36.9 | -1.9 | -0.4 | -0.4 | -0.9 | -3.0 | -0.4 | 12.1 | 0.4
O=C(NCc1csc(-c2cccs2)n1)C1CCC1 | -3.5 | 0.0 | 4.8 | . | -3.1 | -2.4 | -0.9 | 6.2 | 4.0
N#C/C(=N\Nc1ccc(F)cc1)C(=N)N1CCCCC1 | 3.3 | 0.5 | . | -2.5 | -2.0 | -1.0 | i | -1.9 | 13.9
Cc1ccc(CNC(=O)C2C3C=CC(C3)C2C(=O)O)cc1 (stereo unspecified) | 4.6 | -0.2 | . | 0.1 | 0.8 | -2.7 | -2.9 | 0.3 | -2.5
C=CCn1cc(C(=O)NCCOC)c(=O)c2cc(S(=O)(=O)N3CCCCCC3)ccc21 | 11.9 | -1.9 | 2.4 | 4.7 | 1.3 | 0.2 | -0.7 | -4.2 | 15.3
CC(=O)c1cccc(NC(=O)C2(c3ccccc3)CC2(Cl)Cl)c1 (stereo unspecified) | -8.5 | 0.7 | 0.9 | -0.3 | -1.5 | -2.2 | -5.6 | -1.1 | 0.8
O=c1c2cc3c(=O)n(CC4CCCO4)c(=O)c3cc2c(=O)n1CC1CCCO1 (stereo unspecified) | -7.4 | -2.4 | 0.5 | -1.2 | -1.5 | -2.7 | -0.4 | -4.7 | -1.6
O=C(NCc1ccccn1)c1cn(CCc2ccccc2)nn1 | 3.7 | 0.0 | . | 0.7 | -0.3 | -3.4 | 0.3 | 1.2 | 10.6
Cc1ccc(N2CC(C(=O)Nc3c(C)n(C)n(-c4ccccc4)c3=O)CC2=O)cc1 (stereo unspecified) | 1.2 | -0.7 | -0.8 | . | -2.2 | -4.5 | -1.0 | -4.0 | -5.7
Fc1ccc(CNCc2ccco2)cc1 | -0.4 | 0.1 | -3.2 | -0.7 | 0.7 | -2.7 | -1.0 | 0.6 | 12.2
Cn1c(=O)cc(SCC(=O)N2CCCC2)c2ccc(Cl)cc21 | 15.3 | -1.1 | . | -1.3 | -2.1 | -2.2 | i | -1.8 | 12.6
O=C(NC(=S)Nc1ccccc1[N+](=O)[O-])c1ccco1 | -4.6 | 1.7 | 1.0 | . | -0.4 | 0.1 | -0.6 | -2.9 | 8.9
N/C(=N\OC(=O)CCC1CCCCC1)c1cccnc1 | 2.5 | 1.2 | . | 0.3 | 0.1 | -5.3 | 7.1 | -0.8 | -8.9
O=[N+]([O-])c1ccc(N/N=C/c2cccnc2)cc1 | 0.3 | 4.2 | 1.2 | -0.7 | -0.6 | 0.4 | -1.0 | -11.7 | 6.2
COC(=O)c1cccnc1-n1c(=O)c2cccnc2n(Cc2ccc([N+](=O)[O-])cc2)c1=O | 6.8 | 0.0 | 2.1 | . | 3.6 | -1.1 | -0.5 | 0.2 | 0.7

Reprinted from the part before: three entries; new compounds follow.
SMILES | Y pestis TopoI | PfHsp40 yeast | TcdB GH inh | Mtb BioA inh | UGM FP inh | FadD28 binding | Vc quorum ag | Mtb FBA inh | GDH-TPI counter
N/C(=N\OC(=O)CCC1CCCCC1)c1cccnc1 | 2.5 | 1.2 | . | 0.3 | 0.1 | -5.3 | 7.1 | -0.8 | -8.9
O=[N+]([O-])c1ccc(N/N=C/c2cccnc2)cc1 | 0.3 | 4.2 | 1.2 | -0.7 | -0.6 | 0.4 | -1.0 | -11.7 | 6.2
COC(=O)c1cccnc1-n1c(=O)c2cccnc2n(Cc2ccc([N+](=O)[O-])cc2)c1=O | 6.8 | 0.0 | 2.1 | . | 3.6 | -1.1 | -0.5 | 0.2 | 0.7
CSc1ccccc1CNc1nc(NCC2CC2)nc2ccsc12 | 4.0 | . | 0.0 | -0.1 | . | -2.3 | -2.6 | -0.8 | 10.6
Cc1c(CCC(=O)N[C@@H](CCCNC(N)=O)C(=O)O)c(=O)oc2cc3oc4c(c3cc12)CCCC4 | 17.0 | -1.0 | 1.6 | . | -1.7 | -6.2 | i | 17.6 | 15.1
COc1ccc(Cl)cc1NC(=O)COC(=O)c1cc(NS(=O)(=O)c2cccs2)ccc1O | -4.5 | 0.8 | 0.7 | -2.0 | 1.8 | -5.0 | i | 1.9 | -6.1
Cc1c(NC(=O)Cn2cc([N+](=O)[O-])cn2)c(=O)n(-c2ccccc2)n1C | -1.3 | -0.7 | 0.3 | . | 1.5 | -3.5 | i | -2.0 | -4.4
CN1CCN(CCNC(=O)Nc2ccccc2[N+](=O)[O-])CC1 | 0.9 | 1.3 | 0.2 | 0.2 | -0.6 | -0.8 | -0.6 | 2.3 | 2.0
Oc1cc2ccccc2cc1-c1n[nH]c(=S)o1 | 2.0 | 3.0 | . | 1.3 | 1.6 | 0.8 | i | 6.4 | 17.6
Cc1ccc(-n2c(C)cc(/C=N/NC(=O)Cn3c4ccccc4c(=O)c4ccccc43)c2C)cc1 | 26.5 | -0.3 | -12.1 | . | 0.0 | -6.0 | -0.6 | 74.0* | 12.5
Cc1ccc2cc(CN(CC3CCCO3)S(=O)(=O)c3c(C)ccc4nsnc34)c(=O)[nH]c2c1 (stereo unspecified) | 19.2 | -0.1 | . | 0.5 | -2.8 | -1.5 | i | 2.7 | -5.5
CCC(=O)n1nc(-c2cccnc2)nc1NCc1ccc(F)cc1 | 7.9 | 0.8 | 0.8 | -2.5 | 1.0 | -0.2 | i | 0.1 | 8.6
O=C(CSc1nnc(-c2cccnc2)s1)Nc1ccc(C(=O)O)cc1 | 2.6 | 23.4 | . | . | 1.9 | -2.0 | -0.6 | 1.2 | 0.7
COc1cc(S(=O)(=O)NCc2ccncc2)ccc1Br | -3.3 | -0.9 | -0.1 | -0.9 | 0.9 | -2.2 | i | 4.6 | 7.5
CCn1cc([N+](=O)[O-])c(C(=O)Nc2ccn(Cc3ccccc3F)n2)n1 | -8.9 | -0.4 | . | 0.1 | 1.3 | -3.0 | 0.0 | 1.7 | 4.4
O=C(NCCOc1ccc(F)cc1)C1CCC(=O)N(CCCN2CCOCC2)C1 (stereo unspecified) | 4.1 | -1.8 | 0.5 | -0.8 | -1.4 | -4.3 | -0.9 | 1.8 | -10.6
C[C@]12CC[C@H](O)C[C@@H]1CC[C@@H]1[C@@H]2CC[C@]2(C)[C@@H](C(=O)O)C[C@@H]12 | 2.3 | -1.5 | -0.5 | -0.7 | -1.3 | -5.2 | i | -1.1 | 0.0
CN(C)/C=N/c1cc(=O)[nH]c(=O)n1C | 7.7 | -1.7 | . | -1.1 | -2.1 | -1.4 | -0.5 | -1.1 | 10.3
COc1ccccc1NC(=O)c1ccc(NC(=O)CSc2ncn[nH]2)cc1 | -4.9 | -0.8 | . | . | -0.1 | -0.5 | -0.3 | 1.4 | 5.8
Cc1ccc(Cl)cc1N1CCN(C(=O)C2CCC(=O)N(C3CCCCCC3)C2)CC1 (stereo unspecified) | 29.2 | 2.2 | 0.1 | 0.3 | -2.9 | -1.7 | i | 5.4 | 6.5
O=C(NC1CCCCC1)c1ccc(-c2ccc(Cl)cc2)o1 | -2.8 | 2.8 | -1.8 | -0.8 | 0.6 | -0.5 | i | 12.0 | 7.6
COc1ccc(CNc2ncnc3c2[nH]c2ccccc23)cc1 | -12.3 | . | 0.9 | 11.4 | 0.3 | -3.4 | -1.4 | 16.8 | 10.3
Cc1cccc(NC(=O)c2nc[nH]c2C(=O)N[C@@H](C)C(=O)OC(C)(C)C)c1 | 0.0 | 14.6 | 2.5 | 0.7 | -0.2 | -4.8 | 0.6 | -1.8 | -0.4
NC1=NC(=O)C(c2ccccc2)(c2ccccc2)S1 | 1.9 | -1.1 | 1.1 | 1.1 | . | -2.9 | 0.9 | -1.4 | -1.4
CNC(=S)N1N=C(c2ccccc2)CC1c1ccc(OC)c(OC)c1 (stereo unspecified) | 10.7 | -0.4 | . | . | -1.1 | -2.6 | i | -0.4 | 19.9
O=C(NN=Cc1ccc(O)cc1)C(=O)NN=Cc1ccc(O)cc1 | 4.9 | -0.3 | -4.4 | -2.1 | . | -7.8 | i | -7.2 | 67.8*
O=C1OC(CCl)CN1Cc1c(Cl)cccc1Cl (stereo unspecified) | 4.5 | 0.7 | 1.0 | . | 0.6 | -0.3 | -0.8 | -21.4 | 13.2
Cc1c(Cl)cnc(NC(=O)CSc2nnc3ccccn23)c1Cl | 0.6 | -0.3 | . | -0.6 | . | -0.5 | i | 3.2 | -11.6
(next part)
SMILES | Y pestis TopoI | PfHsp40 yeast | TcdB GH inh | Mtb BioA inh | UGM FP inh | FadD28 binding | Vc quorum ag | Mtb FBA inh | GDH-TPI counter
CCN(CCN1CCCC1)C(=O)C1CCC(=O)N(CCCN2CCOCC2)C1 (stereo unspecified) | 4.9 | -0.5 | -0.3 | -0.6 | 2.6 | 1.1 | 1.1 | -0.3 | 3.9
O=C(COC(=O)/C=C/c1ccccc1)NNC(=O)c1ccc([N+](=O)[O-])cc1 | -6.0 | -0.4 | 0.6 | 0.1 | -0.1 | -1.0 | i | -3.0 | 4.9
CN(CCc1ccccn1)C(=O)CCC1CCCN(C(=O)c2ccccn2)C1 (stereo unspecified) | 5.4 | -0.9 | 0.5 | 0.2 | 0.1 | -2.5 | 0.6 | -1.9 | 5.6
CCOC(=O)c1c(C)n(C)c2ccc(OC)c(NC(=O)CN3CCN(C(=O)c4ccco4)CC3)c12 | 13.5 | -0.2 | . | -2.2 | 0.0 | 0.8 | -0.4 | 7.8 | -4.8
S=c1[nH]nc(Cc2cccs2)n1-c1ccccc1 | -1.7 | -1.1 | 0.8 | 0.2 | 0.7 | -2.1 | -0.7 | 1.3 | 9.2
Cn1c(CNC(=O)c2ccco2)nnc1SCC(=O)Nc1cccc(F)c1 | -5.4 | -1.6 | 0.8 | 2.6 | 5.4 | -2.8 | -0.4 | 0.7 | -1.2
COc1ccc(-c2cc3cccc(OC)c3oc2=O)cc1 | 0.7 | 2.7 | 1.7 | 10.8 | 0.0 | -2.6 | -1.5 | 22.0 | 11.2

High-throughput results (PubChem BioAssay)
